GPR151 activ: human GPR151 activation; Q8TDV0; PathHunter beta-arrestin GPR151 cells, luminescence; activation, % at 11.2 µM; 650,000 compounds, 1% hits; in the data active = activation above about 4.9%;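 also: 0% = median of compound wells and 100% = cells with positive control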
Target sequence (Q8TDV0 whole entry, looked up): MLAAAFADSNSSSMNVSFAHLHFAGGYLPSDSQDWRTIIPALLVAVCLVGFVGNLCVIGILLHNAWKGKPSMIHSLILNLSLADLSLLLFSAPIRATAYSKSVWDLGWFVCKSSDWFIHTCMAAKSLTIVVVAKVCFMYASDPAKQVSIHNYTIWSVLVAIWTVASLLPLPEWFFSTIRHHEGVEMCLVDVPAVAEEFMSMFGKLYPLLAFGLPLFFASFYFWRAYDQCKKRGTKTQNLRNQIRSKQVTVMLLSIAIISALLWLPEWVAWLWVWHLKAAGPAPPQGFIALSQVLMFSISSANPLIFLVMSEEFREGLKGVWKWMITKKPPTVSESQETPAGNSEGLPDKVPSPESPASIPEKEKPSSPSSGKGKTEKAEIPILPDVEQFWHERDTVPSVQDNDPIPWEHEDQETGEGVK
TEAD-YAP block: TEAD-YAP interaction inhibition. AID 1259422. HEK-TIYL cells, TEAD-Gal4/YAP UAS-luciferase luminescence. inhibition, % at 9.12 µM. 640,000 compounds, 1.4% hits; in the data active = inhibition above about 32%;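 also: 0% = median of test compound wells and 100% = reference inhibitor wells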
MITF primary: human MITF inhibition, primary screen; inhibition, % at 2.6 µM; 650,000 compounds, 0.91% hits; O75030; AlphaScreen MITF homodimerization, bead proximity signal; AID 1259374; in the data active = inhibition above about 50%;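 also: 0% = vehicle wells with protein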
Target sequence (O75030 whole entry, looked up): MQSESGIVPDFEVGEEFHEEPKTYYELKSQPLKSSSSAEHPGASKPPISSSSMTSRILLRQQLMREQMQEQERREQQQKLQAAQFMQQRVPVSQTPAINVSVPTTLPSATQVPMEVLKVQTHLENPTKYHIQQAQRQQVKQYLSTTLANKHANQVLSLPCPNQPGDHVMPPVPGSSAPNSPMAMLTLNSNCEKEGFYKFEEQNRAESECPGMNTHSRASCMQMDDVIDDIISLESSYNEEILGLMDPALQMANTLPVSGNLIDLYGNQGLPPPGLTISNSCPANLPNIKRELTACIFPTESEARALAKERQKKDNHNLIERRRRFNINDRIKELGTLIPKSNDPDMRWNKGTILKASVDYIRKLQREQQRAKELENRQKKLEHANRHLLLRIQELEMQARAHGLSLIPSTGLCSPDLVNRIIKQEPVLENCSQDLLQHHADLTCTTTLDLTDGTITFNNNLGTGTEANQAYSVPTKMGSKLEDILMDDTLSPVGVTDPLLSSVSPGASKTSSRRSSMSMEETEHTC
FBW7 act: activators of human E3 ligase FBW7; Q969H0; 650,000 compounds, 0.13% hits; normalized activity (activation), % at 26.1 µM; AlphaScreen FBW7–phospho-cyclin E peptide binding, activator screen; in the data active = normalized activity above about 1.9%;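 also: purified mutant Fbw7 with reduced substrate affinity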
An asterisk follows results filed as active.

SMILES	GPR151 activ	TEAD-YAP block	MITF primary	FBW7 act
Nc1nc(O)c(C2=c3ccccc3=NC2=O)s1	-0.4	8	8	0.0
Nc1ccc(C(=O)OCCCc2nc3ccccc3[nH]2)cc1	-0.3	-16	0	0.0
CCc1cccc(CC)c1NC(=O)CCS(=O)(=O)c1ccc2c(c1)SCC(=O)N2	-0.5	-9	11	0.5
CCOc1ccc(NC(=O)c2ccccc2C(F)(F)F)cc1	0.5	-12	9	0.0
COc1cccc2c1cc(C(=O)O)n2C	0.0	-8	10	0.1
Cc1ccc(-c2c(C(=O)NCCCN3CC(C)CC(C)C3)oc(=O)c3ccccc23)cc1 (stereo not given)	0.7	-2	11	0.2
COc1ccc(C2CC(=O)NC3=C2C(=O)CCC3)cc1Cl (stereo not given)	-0.9	-11	8	-0.1
Sc1c(C=Nc2ccc(Br)cc2)sc2ccccc12	0.6	-12	13	0.0
CCCCc1nc(-c2ccc(OCC)c(OC)c2)no1	0.0	6	-14	-0.1
O=C(NC1C2CC3CC(C2)CC1C3)c1cccc([N+](=O)[O-])c1 (stereo not given)	0.2	10	13	0.1
CCN1CCN(c2cc(C)c3cc(NC(=O)/C=C/c4cccs4)ccc3n2)CC1	1.4	-43	13	-0.1
COc1ccc(OC(C)=O)c(/C=N/NS(=O)(=O)c2ccccc2)c1	-0.1	2	0	0.0
O=C(CCS(=O)(=O)Cc1ccccc1)Nc1ccc2c(c1)OCO2	-1.3	-4	7	0.0
Cc1cc(NC(NC(=O)CC(C)C)(C(F)(F)F)C(F)(F)F)no1	0.7	3	3	0.0
COc1ccc(OC)c(/C=C2\SC(=Nc3c(C)cccc3C)N(c3ccccc3)C2=O)c1	1.6	-15	20	0.5
CC(C)N(CCNc1nc(Nc2cnccn2)nc2nc[nH]c12)C(C)C	-1.1	-5	-2	-0.1
Cc1ccc(-n2nc3c(c2NC(=O)Cc2ccc(F)cc2)CS(=O)C3)cc1 (stereo not given)	0.7	2	18	0.9
COc1ccc(NC(=S)N(CCCN2CCCC(C)C2)Cc2ccco2)cc1 (stereo not given)	0.1	-3	-13	-0.1
C/C(CC(=O)Nc1ccc(F)cc1)=N\NC(=O)c1ccccc1[N+](=O)[O-]	0.5	-13	-15	0.0
O=C(Nc1cc([N+](=O)[O-])ccc1Cl)c1ccc([N+](=O)[O-])cc1Cl	0.0	-4	-2	0.0
Cc1cc(NC(=O)CSC2CCCCC2)no1	-0.6	-16	-2	-0.1
CCOc1cc(C#N)c(NC(=O)Cc2cccs2)cc1OCC	0.8	0	-11	-0.2
Cn1c(=O)[nH]c(=O)c2c1nc(N1CCN(Cc3ccccc3)CC1)n2Cc1ccccc1Cl	2.5	1	-2	-0.1
C/C(=N/NC(=O)c1ccc(CO)nc1)c1ccc(Br)cc1	-0.6	-2	9	0.0
O=C(NCCOc1ccccc1Cl)c1ccc(CSC2CCCCC2)cc1	0.9	-72	-5	-0.2
O=C(O)CN1CC=C(Cc2n[nH]c(=O)c3ccccc23)CC1	1.4	7	3	-0.2
CCCn1nnc(NC(=O)COc2ccccc2)n1	-0.2	9	2	-0.1
CCCC(=O)Nc1ccc2oc(=O)ccc2c1	-0.6	15	17	1.8
CC(=O)NC1CC(C)(C)NC(C)(C)C1NC(C)=O (stereo not given)	0.6	7	-5	-0.1
O=C1C(=O)N(CCN2CCOCC2)C(c2ccncc2)/C1=C(/O)c1ccc(F)cc1 (stereo not given)	-1.5	0	-8	0.0
O=C(NC1CC(=O)N(c2cccc(F)c2)C1)c1cccc2ccccc12 (stereo not given)	1.3	8	4	-0.2
O=C(Cc1ccccc1)NC1NC=CS1 (stereo not given)	0.2	-5	-1	-0.5
COC(=O)c1cc(-c2ccccc2)sc1NC(=O)CSc1nnc2cc(C)c3ccccc3n12	-0.7	-2	3	0.0
COC(=O)n1c(=O)oc2ccc(Cl)cc21	0.0	-9	-1	-0.1
Cc1ccc(C)c(-c2csc(NC(=O)c3ccc(S(=O)(=O)N4CCc5ccccc5C4)cc3)n2)c1	-0.2	-8	-12	0.2
COc1ccc(C(=O)c2cnc[nH]2)cc1	0.4	-4	1	0.0
O=C(/C=N/Nc1ccccn1)c1ccccc1	-6.5	31	5	-1.8
O=C(Nc1ccccc1N1CCOCC1)c1ccc(Br)o1	0.8	-6	-10	0.1
O=C(Nc1cccnc1)c1ccc(Br)c(S(=O)(=O)N2CCOCC2)c1	-0.7	-6	3	0.0
CCCCOc1cccc(NS(=O)(=O)c2c(C)[nH]c(=O)[nH]c2=O)c1	-0.4	3	15	0.3
Cc1cccc([C@H]2Nc3ccc(S(=O)(=O)Nc4cc(C)ccc4C)cc3[C@H]3C=CC[C@H]32)c1	0.3	-5	-18	-0.2
COC(=O)C1=C(C)N=c2s/c(=C3\C(=O)N(C(C)=O)c4ccccc43)c(=O)n2C1c1ccc(OC)cc1 (stereo not given)	-0.9	0	15	0.5
CCCCOc1ccc(N2C(=O)CC(N3CCOCC3)C2=O)cc1 (stereo not given)	-1.4	2	10	0.0
Cc1cccn2c(=O)c3cc(C#N)c(=O)n(Cc4cccnc4)c3nc12	-0.4	5	-7	0.1
COc1ccc(C2Nc3ccccc3C(=O)N2c2cccc3ccccc23)cc1COc1c(C)cccc1C (stereo not given)	-0.5	-13	5	0.7
COc1ccc(CC(=O)N2CCCC(c3ccnc4nc(C(F)(F)F)nn34)C2)cc1 (stereo not given)	-0.7	-4	10	0.1
O=C(C1CCN(S(=O)(=O)c2ccccc2)CC1)N1CCCC2CCCCC21 (stereo not given)	6.2*	4	11	-0.1
COc1cc(C2NC(=O)NC(C)=C2C(=O)Nc2ccc(Cl)cc2)cc(OC)c1OC (stereo not given)	0.1	2	-1	0.0
O=C(NNS(=O)(=O)c1ccccc1[N+](=O)[O-])c1cccc(Br)c1	0.3	-2	2	-0.1
COc1ccc(Br)cc1C1=N/C(=C\c2ccccc2[N+](=O)[O-])C(=O)O1	1.3	0	20	0.4

(list continues)
SMILES	GPR151 activ	TEAD-YAP block	MITF primary	FBW7 act
O=C(O)Cn1cc(-c2ccccc2)nn1	0.7	10	4	0.1
O=C(c1cccc(-n2ncc3cc(Nc4ccccc4Cl)ccc32)c1)N1CCC(O)CC1	0.2	-3	-2	0.8
Cc1ccc(C2=CSC3=NS(=O)(=O)CCN23)c(C)c1	0.1	6	6	0.0
CC(C)C(=O)Nc1ccc(NC(=S)NC(=O)c2ccco2)cc1	2.6	-12	7	-0.1
COc1ccc(CN2CCC(n3nccc3NC(=O)C(C)(C)C)CC2)c(F)c1	-0.7	1	0	0.0
Cc1nc(N2CCCCC2C)c2c(C)c(C(=O)NC3CCCCC3)sc2n1 (stereo not given)	0.4	10	9	0.0
COc1ccc(C2CC(=O)C3=C(C2)NC(C)=C(C(=O)OC2CCCCC2)C3c2ccc(Br)cc2)cc1 (stereo not given)	-0.7	5	10	0.1
COc1cccc(-n2c(SCC(=O)NCc3cccs3)nnc2-c2ccncc2)c1	1.4	9	-4	0.0
O=C(Cn1cnc2c(nnn2Cc2ccc(Cl)cc2)c1=O)N1CCCCCC1	-0.6	3	1	0.0
CC1=C(C(=O)OC(C)C)C(c2cccc(Cl)c2Cl)C2=C(CC(c3ccccc3)CC2=O)N1 (stereo not given)	0.1	9	-1	0.5

Reprinted at random: seven compounds from above, in no set order.
SMILES	GPR151 activ	TEAD-YAP block	MITF primary	FBW7 act
Cc1ccc(-n2nc3c(c2NC(=O)Cc2ccc(F)cc2)CS(=O)C3)cc1 (stereo not given)	0.7	2	18	0.9
O=C(Nc1ccccc1N1CCOCC1)c1ccc(Br)o1	0.8	-6	-10	0.1
COC(=O)C1=C(C)N=c2s/c(=C3\C(=O)N(C(C)=O)c4ccccc43)c(=O)n2C1c1ccc(OC)cc1 (stereo not given)	-0.9	0	15	0.5
COc1ccc(C(=O)c2cnc[nH]2)cc1	0.4	-4	1	0.0
Cc1cccc([C@H]2Nc3ccc(S(=O)(=O)Nc4cc(C)ccc4C)cc3[C@H]3C=CC[C@H]32)c1	0.3	-5	-18	-0.2
O=C(Cc1ccccc1)NC1NC=CS1 (stereo not given)	0.2	-5	-1	-0.5
O=C(Cn1cnc2c(nnn2Cc2ccc(Cl)cc2)c1=O)N1CCCCCC1	-0.6	3	1	0.0

Profiles, looked up by structure:
Cc1ccc(-n2nc3c(c2NC(=O)Cc2ccc(F)cc2)CS(=O)C3)cc1 (stereo not given) is entered as GPR151 activ = 0.7; TEAD-YAP block = 2; MITF primary = 18; FBW7 act = 0.9
CCCn1nnc(NC(=O)COc2ccccc2)n1 is entered as GPR151 activ = -0.2; TEAD-YAP block = 9; MITF primary = 2; FBW7 act = -0.1

Continued:
SMILES	GPR151 activ	TEAD-YAP block	MITF primary	FBW7 act
O=C(NC1CC1)C1(c2cccs2)CCOCC1	0.8	26	-3	0.2
CC(=O)N1CCOCCOCCN(C(C)=O)CCOCC1	0.2	2	-15	0.1
COc1ccc(-c2nc3ccccc3c(=O)n2NC(=O)c2ccccc2Cl)cc1OC	0.1	3	7	0.3
Cc1ccc(-n2cc3c(c(C#N)c2=N)CC(C)(C)CC3=O)cc1	-3.0	-19	12	0.0
O=C(CN(Cc1ccccc1)S(=O)(=O)c1ccc(Br)cc1)N1CCN(c2ccccc2)CC1	3.1	-6	5	0.8
OCCN(CCO)CC(O)COc1ccc(C23CC4CC(CC(C4)C2)C3)cc1 (stereo not given)	-0.4	56*	4	0.0
COc1ccccc1N(C)S(=O)(=O)c1ccc2c(c1)NC(=O)CC(=O)N2	0.8	11	-3	0.2
Cc1cc(C)c(NC(=O)C2CCN(c3cc(C)nc4ncnn34)CC2)c(C)c1	-0.7	-2	-5	0.0
CCCNC(=O)c1ccnc(Nc2ccncn2)c1	1.2	3	0	-0.1
CC(C)COC(=O)c1ccc2c(c1)C(=O)N(c1cccc([N+](=O)[O-])c1)C2=O	0.9	-1	-2	0.8
CCOC(=O)c1c(NC(=O)C(CC)c2ccccc2)sc(C(N)=O)c1C (stereo not given)	2.6	-11	-12	0.1
CC(C)(C)C1CCc2c(sc(NC(=O)c3ccc(Cl)cc3)c2C(=O)NCc2ccco2)C1 (stereo not given)	-0.7	1	-11	-0.1
COc1cc(Nc2ncnc3ccccc23)cc(OC)c1	-3.8	-65	-14	0.0
COc1ccnc(N2CCC(N(Cc3cccnc3)C(=O)NC(C)C)CC2)n1	-1.0	-2	13	0.6
COc1cccc(CN2CCN(Cc3ccc(C)s3)CC2CCO)c1 (stereo not given)	3.6	-7	5	-0.1
COc1ccc(S(=O)(=O)N(CCc2ccccc2)CC(=O)Nc2ccc(Br)cc2)cc1	0.7	-6	-9	0.2
Cc1ccc2cc3cc(C(=O)NC4CCCC4)oc3nc2c1	2.5	-8	12	0.2
CCOC(=O)NC(Nc1sc(C)c(CC)c1C(=O)OC)(C(F)(F)F)C(F)(F)F	-0.2	4	-11	0.0
CC(NCC(O)CO)c1ccc(-n2ccnc2)cc1 (stereo not given)	0.4	-2	81*	-0.3
Cc1ccc(NC(=O)CC2Nc3ccccc3NC2=O)cc1 (stereo not given)	-0.2	-2	-2	-0.1
CC(C)(C)NS(=O)(=O)c1ccc(NS(=O)(=O)c2ccc(F)cc2)cc1	0.2	-2	8	0.4
Cc1ccc2occ(CN3CCC4(CCC(CNC(=O)C(C)C)O4)CC3)c(=O)c2c1 (stereo not given)	-1.1	5	4	0.0
COc1cc(C=O)cc(Br)c1OCc1c(C)no[n+]1[O-]	1.0	-7	10	0.5
Cc1ccc(-c2csc3ncc(C(=O)N4CC(C)CC(C)C4)c(=O)n23)cc1 (stereo not given)	-0.8	1	18	0.1
CCN(CC)C(=O)CCN(NC(=O)c1ccccc1)C1=NS(=O)(=O)c2ccccc21	-0.3	7	-5	-0.2
O=C(CSc1nc2ccccc2c(=O)n1CC1CCCO1)NC1CCCC1 (stereo not given)	-1.1	-5	1	0.1
CCn1nc(C)c(CNC(=O)CCc2nnc(Cc3c[nH]c4ccccc34)o2)c1C	-1.8	-4	7	-0.1
COc1cccc(C(=O)Nc2sc(C(=O)N3CCCCC3)c(C)c2C#N)c1	-0.3	9	-3	0.4
O=C(CCCCl)Nc1ccc(C(O)(C(F)(F)F)C(F)(F)F)cc1	0.1	6	7	0.1
CCn1c2ccccc2n2c(=O)n(Cc3cccnc3)nc12	2.8	-17	12	0.1
Cc1c(C(=O)N2CCN(C)CC2)sc2ncnc(N3CCc4ccccc4C3)c12	0.7	3	13	1.3
Cc1cccc(C(=O)Nc2cccc(-c3nnn(CC(=O)Nc4ccc(F)cc4F)n3)c2)c1	-0.7	-5	2	0.1
O=C(Cn1c(=O)oc2ccccc21)NCCCN1CCCC1=O	1.1	-7	-3	0.1
CC(C)(C)c1ccc(-c2nc3cc(NC(=O)c4cccc([N+](=O)[O-])c4)ccc3o2)cc1	-1.1	1	20	0.2
COc1nnc(-c2ccc(C)c(S(=O)(=O)NCCO)c2)c2ccccc12	0.9	-7	-5	-0.1
O=C(Cc1ccccc1)Nc1oc2ccccc2c(=O)c1-c1ccc2c(c1)OCO2	-1.0	-8	-21	0.2
COC(=O)c1c(N)n(CCc2ccc(OC)cc2)c2nc3ccccc3nc12	-0.1	4	-12	0.1
CCOc1ccc(N2C(=O)/C(=C/c3ccc(C(=O)OC)cc3)NC2=S)cc1	0.8	-9	-16	0.0
COc1ccc(NCC(=O)N/N=C/c2ccc(O)cc2O)cc1	2.0	-1	-1	0.0
O=C1CCCC2=C1C(c1ccc(OCc3ccccc3F)cc1)C1=C(CCCC1=O)N2	0.7	12	-2	0.3
CCOC(=O)C1=C(C)N=c2s/c(=C\c3ccc(F)cc3)c(=O)n2C1c1ccc(OCC)c(OCC)c1 (stereo not given)	-0.3	1	5	0.2
COc1ccc(/C=C2\N=C(SC)NC2=O)cc1	-0.6	-32	10	0.2

High-throughput results: PubChem BioAssay, The Scripps Research Institute Molecular Screening Center
